Compound activity deposited in PubChem BioAssay by The Scripps Research Institute Molecular Screening Center.
Fam108B inh: blocks mouse Fam108B hydrolase in RBBP9 counter-screen | 300,000 compounds, 0.33% hits | recombinant Fam108B, FP-Rh probe fluorescence polarization | inhibition, % at 9.51 µM;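 active = inhibition above the screen mean inhibition plus 3 SD, computed separately per campaign, cut at about 18% in these data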;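 note: inhibitors lower polarization as less probe binds the enzyme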
PAFAH2 FP inh: inhibitors of human PAFAH2. 340,000 compounds, 0.99% hits. Q99487. inhibition, % at 3.39 µM. recombinant PAFAH2, FP-rhodamine activity probe, fluorescence polarization;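 active = inhibition above the mean over all tested compounds plus 3 SD, cut at about 30% in these data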;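 note: inhibitors block probe labeling of enzyme so polarization drops; 0% = enzyme with DMSO and 100% = wells lacking PAFAH2 protein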
PAFAH1B2 inh: PAFAH1B2 (human) inhibition. P68402. 340,000 compounds, 1.2% hits. recombinant PAFAH1B2, FP-rhodamine activity probe, fluorescence polarization. inhibition, % at 3.39 µM;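 active = inhibition above the mean of all tested compounds plus 3 SD, cut at about 24% in these data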;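 note: 0% = enzyme with DMSO and 100% = wells lacking PAFAH1B2; many of its hits are not listed in these tables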
Target sequence (P68402 whole entry, looked up): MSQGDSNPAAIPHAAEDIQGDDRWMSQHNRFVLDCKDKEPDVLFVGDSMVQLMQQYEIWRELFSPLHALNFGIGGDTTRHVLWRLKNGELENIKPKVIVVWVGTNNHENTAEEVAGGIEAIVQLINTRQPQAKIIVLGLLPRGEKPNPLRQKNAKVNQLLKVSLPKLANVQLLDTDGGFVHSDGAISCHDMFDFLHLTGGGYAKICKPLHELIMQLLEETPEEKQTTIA
PAFAH1B3 inh: blocks human PAF acetylhydrolase 1B catalytic subunit 3; 340,000 compounds, 0.28% hits; recombinant PAFAH1B3, FP-rhodamine probe, fluorescence polarization; Q15102; inhibition, % at 3.39 µM;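 active = inhibition above the screen-wide average of all tested compounds plus 3 SD, cut at about 25% in these data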;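 note: 0% = enzyme with DMSO only and 100% = wells lacking PAFAH1B3 protein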
LYPLA1 inh: LYPLA1 (human) inhibition in PME1 counter-screen; O75608; recombinant LYPLA1, FP-Rh probe fluorescence polarization; inhibition, % at 5.9 µM; 320,000 compounds, 0.16% hits;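 active = inhibition above the mean of all tested compounds plus 3 SD, set per campaign, cut at about 14% in these data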;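 note: inhibitors block serine hydrolase probe labeling of LYPLA1 so polarization falls; 0% = enzyme with DMSO and 100% = wells lacking LYPLA1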
pPAFAH FP inh: pPAFAH (human) enzyme inhibition; 330,000 compounds, 1.5% hits; recombinant pPAFAH, FP-rhodamine probe fluorescence polarization; inhibition, % at 3.39 µM;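 active = inhibition above the mean inhibition across the screen plus 3 SD, cut at about 25% in these data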;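 note: inhibitors block binding of the rhodamine activity-based probe so polarization drops; 0% = enzyme with DMSO and 100% = wells lacking pPAFAH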
Target sequence (Q13093 whole entry, looked up): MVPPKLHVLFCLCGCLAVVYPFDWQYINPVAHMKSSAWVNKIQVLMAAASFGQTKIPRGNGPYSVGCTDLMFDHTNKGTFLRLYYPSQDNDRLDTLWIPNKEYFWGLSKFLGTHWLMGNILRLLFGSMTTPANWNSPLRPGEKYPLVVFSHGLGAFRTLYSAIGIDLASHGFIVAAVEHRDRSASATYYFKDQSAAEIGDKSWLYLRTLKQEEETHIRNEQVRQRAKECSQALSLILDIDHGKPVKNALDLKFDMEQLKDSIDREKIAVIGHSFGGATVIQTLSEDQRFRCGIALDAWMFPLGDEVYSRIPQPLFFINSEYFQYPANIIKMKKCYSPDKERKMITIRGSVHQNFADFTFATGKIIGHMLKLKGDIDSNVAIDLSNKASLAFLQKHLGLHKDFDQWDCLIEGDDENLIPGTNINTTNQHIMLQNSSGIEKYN
PAD4 inh: blocks human protein arginine deiminase 4; Q9UM07; recombinant PAD4, RCA probe fluorescence polarization; inhibition, % at 6.36 µM; 330,000 compounds, 0.41% hits;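 active = percent inhibition above a cutoff equal to the mean of all tested compounds plus 3 SD, cut at about 15% in these data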;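 note: 0% = PAD4 with RCA probe and DMSO and 100% = probe without PAD4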
PME-1 inh: blocks human protein phosphatase methylesterase 1. Q9Y570. recombinant PME-1, FP-Rh probe fluorescence polarization. inhibition, % at 5.9 µM. 320,000 compounds, 0.53% hits;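 active = inhibition above the campaign mean of all compounds plus 3 SD, cut at about 26% in these data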;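 note: competitive labeling of PME-1 active site by serine hydrolase directed probe; 0% = PME-1 with DMSO and 100% = wells lacking PME-1 enzyme; inhibitors block probe labeling so polarization falls and inhibition rises; many of its hits are not listed in these tables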
Target sequence (Q9Y570 whole entry, looked up): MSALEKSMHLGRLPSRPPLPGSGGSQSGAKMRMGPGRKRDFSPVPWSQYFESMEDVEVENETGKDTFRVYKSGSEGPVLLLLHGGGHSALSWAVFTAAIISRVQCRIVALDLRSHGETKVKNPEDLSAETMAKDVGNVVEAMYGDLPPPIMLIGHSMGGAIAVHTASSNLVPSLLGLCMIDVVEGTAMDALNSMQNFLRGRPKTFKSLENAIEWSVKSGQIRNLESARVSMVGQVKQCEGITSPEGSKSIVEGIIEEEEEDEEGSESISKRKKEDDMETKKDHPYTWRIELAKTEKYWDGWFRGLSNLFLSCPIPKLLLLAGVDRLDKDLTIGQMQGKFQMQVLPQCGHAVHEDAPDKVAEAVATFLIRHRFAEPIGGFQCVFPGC
GSTO1 inh: counter-screen for RBBP9 inhibitors: inhibitors of human GSTO1. recombinant GSTO1, activity-based probe fluorescence polarization. inhibition, % at 5.96 µM. 300,000 compounds, 1.1% hits. AID 1974;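 active = inhibition above the campaign mean inhibition plus 3 SD, cut at about 35% in these data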;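 note: 0% = GSTO1-1 with DMSO and 100% = wells lacking GSTO1-1 enzyme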
* = called active by the depositor. A portion of the library, so the mix of outcomes need not match the whole.

What do the screens show for `O=C(CCC1CCCCC1)Nc1ccccc1-c1ccccc1`?
Fam108B inh: -4; PAFAH2 FP inh: 1; PAFAH1B2 inh: 13; PAFAH1B3 inh: 1; LYPLA1 inh: -2; pPAFAH FP inh: -3; PAD4 inh: 1; PME-1 inh: 7; GSTO1 inh: 0

How did CC1(C)CC(=O)C=C(N2CCOCC2)C1 do in these assays?
Fam108B inh: -4; PAFAH2 FP inh: 1; PAFAH1B2 inh: 12; PAFAH1B3 inh: 4; LYPLA1 inh: 1; pPAFAH FP inh: -2; PAD4 inh: 1; PME-1 inh: 0; GSTO1 inh: 17

What do the screens show for `CC(C)CC(C(=O)NC1CCCCC1)N(Cc1ccccc1)C(=O)c1snc(C(N)=O)c1N` (centres undefined)?
Fam108B inh: 2; PAFAH2 FP inh: 2; PAFAH1B2 inh: -1; PAFAH1B3 inh: 4; LYPLA1 inh: -2; pPAFAH FP inh: -1; PAD4 inh: 4; PME-1 inh: -4; GSTO1 inh: 0

What do the screens show for `COc1ccc(CNc2nc(-c3cccnc3)nn2C(C)=O)cc1`?
Fam108B inh: 3; PAFAH2 FP inh: -4; PAFAH1B2 inh: 1; PAFAH1B3 inh: 1; LYPLA1 inh: 0; pPAFAH FP inh: 0; PAD4 inh: 0; PME-1 inh: 1; GSTO1 inh: -1

Results for CC(C)(C)OC(=O)NC(Cc1ccccc1)C(=O)NC(CSC1CCCCO1)C(=O)NN (centres undefined) ?
Fam108B inh: -1; PAFAH2 FP inh: -1; PAFAH1B2 inh: -6; PAFAH1B3 inh: 1; LYPLA1 inh: 4; pPAFAH FP inh: 5; PAD4 inh: -2; PME-1 inh: -1; GSTO1 inh: -3

Results for CCOC(CNC(=O)Cn1nc(C)c2ccccc21)OCC ?
Fam108B inh: -1; PAFAH2 FP inh: 8; PAFAH1B2 inh: -3; PAFAH1B3 inh: 6; LYPLA1 inh: 2; pPAFAH FP inh: 6; PAD4 inh: -2; PME-1 inh: 3; GSTO1 inh: 11

How did O=C(NCCS(=O)(=O)N1CCN(c2ccc(F)cc2)CC1)C1CC(=O)N(c2ccccc2)C1 (centres undefined) do in these assays?
Fam108B inh: -2; PAFAH2 FP inh: 0; PAFAH1B2 inh: 0; PAFAH1B3 inh: 10; LYPLA1 inh: 1; pPAFAH FP inh: 6; PAD4 inh: -3; PME-1 inh: -2; GSTO1 inh: 5

Results for CC(=O)Nc1ccc(Nc2c([N+](=O)[O-])cc(S(C)(=O)=O)cc2[N+](=O)[O-])cc1 ?
Fam108B inh: -2; PAFAH2 FP inh: 3; PAFAH1B2 inh: 4; PAFAH1B3 inh: 9; LYPLA1 inh: 0; pPAFAH FP inh: -3; PAD4 inh: 2; PME-1 inh: 2; GSTO1 inh: 4

How did COc1ccc(NC(=O)COC(=O)CCCc2c[nH]c3ccccc23)cc1 do in these assays?
Fam108B inh: 6; PAFAH2 FP inh: 9; PAFAH1B2 inh: 2; PAFAH1B3 inh: -2; LYPLA1 inh: -2; pPAFAH FP inh: 9; PAD4 inh: -3; PME-1 inh: 1; GSTO1 inh: -1

How did NS(=O)(=O)c1cc(C(=O)NCC2CCCCC2)ccc1Cl do in these assays?
Fam108B inh: 3; PAFAH2 FP inh: 3; PAFAH1B2 inh: 3; PAFAH1B3 inh: 3; LYPLA1 inh: 2; pPAFAH FP inh: 2; PAD4 inh: 0; PME-1 inh: -2; GSTO1 inh: 16

Results for CS(=O)(=O)c1ccc(Cl)c(NC(=O)C2CCCCN2S(=O)(=O)c2ccccc2)c1 (centres undefined) ?
PAFAH2 FP inh: -1; PAFAH1B2 inh: -2; PAFAH1B3 inh: -5; LYPLA1 inh: -1; pPAFAH FP inh: -1; PAD4 inh: 4; PME-1 inh: -2

Results for CCCOc1cccc(-c2nc3ccccc3c(=O)o2)c1 ?
Fam108B inh: -3; PAFAH2 FP inh: 64*; PAFAH1B2 inh: 2; PAFAH1B3 inh: 5; LYPLA1 inh: 0; pPAFAH FP inh: -16; PAD4 inh: -1; PME-1 inh: 0; GSTO1 inh: -49

How did CC(=O)Nc1ccc(S(=O)(=O)Nc2ccc(NC(=O)c3ccco3)cc2)cc1 do in these assays?
Fam108B inh: 2; PAFAH2 FP inh: 7; PAFAH1B2 inh: 1; PAFAH1B3 inh: -3; LYPLA1 inh: -1; pPAFAH FP inh: 19; PAD4 inh: 0; PME-1 inh: 1; GSTO1 inh: 3

What do the screens show for `O=C(NCC(c1ccco1)N1CCc2ccccc2C1)c1c(F)cccc1F` (centres undefined)?
Fam108B inh: 1; PAFAH2 FP inh: 3; PAFAH1B2 inh: 3; PAFAH1B3 inh: 4; LYPLA1 inh: 0; pPAFAH FP inh: 7; PAD4 inh: 6; PME-1 inh: 0; GSTO1 inh: 8

Results for COc1cc(NC(=O)CSc2nc3[nH]ncc3c(=O)n2-c2ccc(Cl)cc2)cc(OC)c1 ?
Fam108B inh: -4; PAFAH2 FP inh: -11; PAFAH1B2 inh: 3; PAFAH1B3 inh: 5; LYPLA1 inh: -15; pPAFAH FP inh: -1; PAD4 inh: 3; PME-1 inh: -9; GSTO1 inh: -8

How did CCN(CC)c1ncnc2c1ncn2Cc1c(Cl)cccc1Cl do in these assays?
Fam108B inh: -4; PAFAH2 FP inh: -1; PAFAH1B2 inh: 2; PAFAH1B3 inh: 6; LYPLA1 inh: -2; pPAFAH FP inh: 5; PAD4 inh: -2; PME-1 inh: 3; GSTO1 inh: 1

How did CC(=O)N/N=C/c1cc(C(C)(C)C)cc(/C=N/NC(C)=O)c1O do in these assays?
Fam108B inh: -3; LYPLA1 inh: -3; pPAFAH FP inh: 1; PAD4 inh: -1; PME-1 inh: -3; GSTO1 inh: -1

What do the screens show for `CCc1ccc(N/C(N)=N/c2nc(CSc3ncccn3)cc(=O)[nH]2)cc1`?
Fam108B inh: -6; PAFAH2 FP inh: 6; PAFAH1B2 inh: 2; PAFAH1B3 inh: -5; LYPLA1 inh: -2; pPAFAH FP inh: 8; PAD4 inh: -1; PME-1 inh: -8; GSTO1 inh: 5

What do the screens show for `CN1CCN(S(=O)(=O)c2cccc(S(=O)(=O)c3ccc(Cl)c(Cl)c3)c2)CC1`?
Fam108B inh: -3; PAFAH2 FP inh: 10; PAFAH1B2 inh: 11; PAFAH1B3 inh: -2; LYPLA1 inh: 1; pPAFAH FP inh: 1; PAD4 inh: 3; PME-1 inh: 8; GSTO1 inh: 7

How did CCN(CC)CCCNC(=O)CC1Oc2ccc(C)cc2NC1=O (centres undefined) do in these assays?
Fam108B inh: -2; PAFAH2 FP inh: -3; PAFAH1B2 inh: 4; PAFAH1B3 inh: -1; LYPLA1 inh: 0; pPAFAH FP inh: 6; PAD4 inh: -1; PME-1 inh: -1; GSTO1 inh: 2

What do the screens show for `Cc1sc(N/N=C/c2ccco2)nc1-c1ccccc1`?
Fam108B inh: 7; PAFAH2 FP inh: 0; PAFAH1B2 inh: 0; PAFAH1B3 inh: 1; LYPLA1 inh: -7; pPAFAH FP inh: 6; PAD4 inh: 3; PME-1 inh: 15; GSTO1 inh: 4

Results for O=C(OCc1ccc([N+](=O)[O-])cc1)C1CCN(S(=O)(=O)c2ccccc2)CC1 ?
Fam108B inh: 5; PAFAH2 FP inh: 4; PAFAH1B2 inh: 7; PAFAH1B3 inh: 6; LYPLA1 inh: 1; pPAFAH FP inh: 9; PAD4 inh: -2; PME-1 inh: 7; GSTO1 inh: 1

How did Cc1ccc(C)c(N2CCN(S(=O)(=O)c3ccc4c(c3)NC(=O)CO4)CC2)c1 do in these assays?
Fam108B inh: -4; PAFAH2 FP inh: -3; PAFAH1B2 inh: -6; PAFAH1B3 inh: 2; LYPLA1 inh: -6; pPAFAH FP inh: 7; PAD4 inh: 2; PME-1 inh: -11; GSTO1 inh: -1

How did COCC(=O)NNC(=S)Nc1cccc(C)c1C do in these assays?
Fam108B inh: 1; PAFAH2 FP inh: -3; PAFAH1B2 inh: 2; PAFAH1B3 inh: 3; LYPLA1 inh: -4; pPAFAH FP inh: 1; PAD4 inh: -6; PME-1 inh: 0; GSTO1 inh: 6

How did COc1ccc(CCN(C)C(=O)c2cncc(Br)c2)cc1OC do in these assays?
Fam108B inh: 0; PAFAH2 FP inh: -5; PAFAH1B2 inh: 6; PAFAH1B3 inh: 4; LYPLA1 inh: 3; pPAFAH FP inh: -2; PAD4 inh: 2; PME-1 inh: -1; GSTO1 inh: 8

Results for CCCCN(C)C(=O)c1coc(=O)c2ccccc12 ?
Fam108B inh: 2; PAFAH2 FP inh: -5; PAFAH1B2 inh: 1; PAFAH1B3 inh: 1; LYPLA1 inh: 0; pPAFAH FP inh: 0; PAD4 inh: 2; PME-1 inh: 0; GSTO1 inh: 0

How did Cc1ccc(C(=O)c2c3ccccc3[n+]([O-])n2CCC(N)=O)cc1 do in these assays?
Fam108B inh: 2; PAFAH2 FP inh: 5; PAFAH1B2 inh: -2; PAFAH1B3 inh: 5; LYPLA1 inh: 3; pPAFAH FP inh: 5; PAD4 inh: -4; PME-1 inh: 5; GSTO1 inh: 21

Results for Oc1ccc(/C=N/n2c(COc3ccccc3)n[nH]c2=S)c(O)c1 ?
Fam108B inh: -1; PAFAH2 FP inh: 1; PAFAH1B2 inh: 12; PAFAH1B3 inh: 14; LYPLA1 inh: 3; pPAFAH FP inh: -1; PAD4 inh: 3; PME-1 inh: -7; GSTO1 inh: 26

Results for Cc1cc([N+](=O)[O-])nn1CCCC(=O)NCc1ccc(F)cc1 ?
Fam108B inh: -1; PAFAH2 FP inh: -3; PAFAH1B2 inh: -1; PAFAH1B3 inh: -3; LYPLA1 inh: 1; pPAFAH FP inh: -3; PAD4 inh: 0; PME-1 inh: 2; GSTO1 inh: 6

Results for CC(C)CCCN1CCN=C1N(C)C ?
Fam108B inh: 1; PAFAH2 FP inh: -5; PAFAH1B2 inh: -1; PAFAH1B3 inh: 13; LYPLA1 inh: 2; pPAFAH FP inh: -1; PAD4 inh: -4; PME-1 inh: 3; GSTO1 inh: 18

How did O=C(CSc1ccc2nnc(-c3cccc(F)c3)n2n1)NCC1CCCO1 (centres undefined) do in these assays?
Fam108B inh: 1; PAFAH2 FP inh: 6; PAFAH1B2 inh: 0; PAFAH1B3 inh: 1; LYPLA1 inh: 0; pPAFAH FP inh: -3; PAD4 inh: 0; PME-1 inh: 3; GSTO1 inh: -3

What do the screens show for `Cc1sc2nc(CSc3cccc(C(F)(F)F)c3)[nH]c(=O)c2c1C`?
Fam108B inh: 0; PAFAH2 FP inh: -3; PAFAH1B2 inh: 6; PAFAH1B3 inh: 0; LYPLA1 inh: 0; pPAFAH FP inh: -5; PAD4 inh: 5; PME-1 inh: -10; GSTO1 inh: 3

Results for Cc1ccc(C(=O)COC(=O)CNS(=O)(=O)c2ccccc2)cc1[N+](=O)[O-] ?
Fam108B inh: 0; PAFAH2 FP inh: 4; PAFAH1B2 inh: 1; PAFAH1B3 inh: 5; LYPLA1 inh: 3; pPAFAH FP inh: 9; PAD4 inh: -3; PME-1 inh: -5; GSTO1 inh: 2

How did O=C1CC(c2cc(Br)ccc2F)c2cc3c(cc2N1)CCC3 (centres undefined) do in these assays?
Fam108B inh: -2; PAFAH2 FP inh: 2; PAFAH1B2 inh: 6; PAFAH1B3 inh: -3; LYPLA1 inh: -2; pPAFAH FP inh: 12; PAD4 inh: -4; PME-1 inh: -6; GSTO1 inh: 0
